Screening data from PubChem.
D1 allo mod = D1 dopamine receptor (human) allosteric modulation; B-score at 10 µM; 58,000 tested, 5.9% active; HEK293 D1, CRE-luciferase, dopamine EC30 potentiation; actives deviate in either direction; AID 641; P21728;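 active = luminescence count or its row- and column-corrected plate score outside the 99.7% band of the plate's sample wells, on either side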
Target sequence (P21728 whole entry, looked up): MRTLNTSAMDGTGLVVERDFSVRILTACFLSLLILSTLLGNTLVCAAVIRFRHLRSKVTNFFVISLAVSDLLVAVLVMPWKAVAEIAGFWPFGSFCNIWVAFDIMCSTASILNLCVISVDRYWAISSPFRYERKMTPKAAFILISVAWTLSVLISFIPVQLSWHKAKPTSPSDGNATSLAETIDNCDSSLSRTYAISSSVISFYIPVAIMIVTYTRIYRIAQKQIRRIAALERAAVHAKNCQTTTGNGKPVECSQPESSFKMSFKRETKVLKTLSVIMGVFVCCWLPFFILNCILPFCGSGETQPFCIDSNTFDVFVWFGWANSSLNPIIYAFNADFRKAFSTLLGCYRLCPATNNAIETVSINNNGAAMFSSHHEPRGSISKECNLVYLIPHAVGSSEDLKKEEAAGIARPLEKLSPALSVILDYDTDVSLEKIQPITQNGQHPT
Her2 expr inh = lowers expression of human Her2 kinase; HER2 level % of control, % at 10 µM; SKBR-3 HER2 protein level, AlphaScreen, 18-24 h; hits give low values; P04626; 65,000 tested, 0.69% active;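 active = HER2 level under 5% of the carrier-only control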;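 note: 100% = DMSO carrier and 0% = 500 nM PU-H71 HSP90 inhibitor; lower value means stronger loss of Her2 protein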
Cdc25B block = human M-phase inducer phosphatase 2 inhibition. P30305. recombinant Cdc25B, OMFP fluorescence Ex485/Em525. inhibition, %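 (compounds tested at 10 µM final in the well)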. 65,000 tested, 0.1% active; in the data active = inhibition above about 50%
DUSP1 inh = human dual specificity phosphatase 1 inhibition; P28562; recombinant MKP-1, OMFP hydrolysis fluorescence; inhibition, %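 (compounds tested at a single concentration somewhere between 10 and 100 µM)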; 65,000 tested, 0.15% active;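 active = inhibition above about 50%, limit read from the data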;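 note: 0% = DMSO max control wells and 100% = wells with enzyme stopped by NaOH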
FXIIa inh mix = inhibitors of human coagulation factor XIIa, pooled mixtures; purified FXIIa, fluorogenic substrate; inhibition, % at 5 µM; 62,000 tested, 0.2% active; P00748; in the data active = inhibition above about 20%, passing the limit was not always enough;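 note: 0% = enzyme without compound and 100% = no enzyme blank; some results filed as inactive read as strong as hits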
SF-1 act = activates the human nuclear receptor SF-1; CHO-K1 Gal4-SF-1 LBD luciferase reporter; % increase over DMSO SF-1-specific signal; activation, % at 10 µM; 65,000 tested, 1.9% active; AID 522;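 active = activation above the mean activation of all tested compounds plus 3 SD, cut at about 50% in these data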
Target sequence (Q13285 whole entry, looked up, the tested form may be a part): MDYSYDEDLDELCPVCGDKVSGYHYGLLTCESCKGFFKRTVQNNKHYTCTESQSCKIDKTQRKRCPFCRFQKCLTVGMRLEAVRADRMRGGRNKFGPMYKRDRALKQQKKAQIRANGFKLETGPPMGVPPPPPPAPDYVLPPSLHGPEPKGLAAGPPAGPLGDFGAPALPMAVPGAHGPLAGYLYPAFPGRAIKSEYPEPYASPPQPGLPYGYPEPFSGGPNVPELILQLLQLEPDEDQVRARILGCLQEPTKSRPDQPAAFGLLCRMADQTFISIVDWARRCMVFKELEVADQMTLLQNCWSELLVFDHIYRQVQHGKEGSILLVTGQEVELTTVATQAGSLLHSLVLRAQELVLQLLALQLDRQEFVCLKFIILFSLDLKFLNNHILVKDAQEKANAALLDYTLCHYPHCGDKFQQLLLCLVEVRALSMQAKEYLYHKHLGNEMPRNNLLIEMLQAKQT
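Assay system: CHO-K1 cells co-transfected with Gal4 DBD–human SF-1 LBD, 5xGal4 luciferase reporter / Input: 4,000 cells per well / Incubation: 20 h compound exposure at 37 °C after 1 h cell settling / Detection: SteadyLite luciferase luminescence / Control set: DMSO negative control and −SF1 background wells / Replication: one test per compound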
TNAP act mid DEA = activates human TNAP at intermediate phosphate acceptor concentration; P05186; purified TNAP, CDP-star luminescence, 100 mM DEA, 30 min; hits give high values; scale: 0 levamisole-inhibited, 1 vehicle-only enzyme; activation factor at 20 µM; 64,000 tested, under 10 active;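 active = activation factor of at least 2 at 20 µM, relative to controls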
RORA act = activators of human nuclear receptor RORA | activation, % at 10 µM | CHO-K1 Gal4-RORA LBD luciferase reporter, luminescence; percent increase over mock-subtracted basal signal | P35398 | 65,000 tested, 1.5% active;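 active = activation above the mean of all tested compounds plus 3 SD, cut at about 49% in these data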;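 note: 0% = DMSO-treated RORA cells and 100% = added signal equal to DMSO minus mock-transfected cells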
Hsp90 block = displaces geldanamycin probe from tumor Hsp90; AID 429; P07900; inhibition, % at 30 µM; NCI-N417 lysate Hsp90, Cy3B-geldanamycin FP displacement; 64,000 tested, 0.35% active;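 active = inhibition above 50%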;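 note: 0% = tracer plus lysate wells and 100% = tracer alone without lysate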
* = called active by the depositor; . = no result given.

SMILES	D1 allo mod	Her2 expr inh	Cdc25B block	DUSP1 inh	FXIIa inh mix	SF-1 act	TNAP act mid DEA	RORA act	Hsp90 block
CC1COC(c2cccn2Cc2ccccc2Cl)=N1 (configuration not stated)	0.036	105	-4	1	2	-16	1	-5	-3
COc1cccc(C2C(C(N)=O)=C(C)Nc3nc(-c4cccc(Cl)c4)nn32)c1 (configuration not stated)	-0.69	107	-9	4	5	-28	0.8	-1	-2
O=C(CSc1ccc2nnc(-c3ccccn3)n2n1)N1CCOCC1	0.098	119	-13	1	3	0	1	-19	-3
O=C1OCCC1Sc1ncnc2sccc12 (configuration not stated)	0.083	50	6	9	7	29	0.8	4	-1
CN(CC(=O)N1CCCCC1)S(=O)(=O)c1cccc2cccnc12	0.28	93	-6	-12	-3	-11	0.9	-6	0
O=C(CN1CCN(S(=O)(=O)c2ccccc2)CC1)Nc1ccc2c(c1)OCO2	0.58	174	-11	7	-18	5	1	-18	0
Cc1cccc(-n2c(N)cc(=O)nc2SCC(=O)Nc2ccccc2)c1	0.084	108	-11	15	1	-1	0.9	-16	-1
Cc1c(N2C(=O)SC(CC(=O)O)C2=O)c(=O)n(-c2ccccc2)n1C (configuration not stated)	-0.9	118	16	-19	.	1	1.1	-21	-3
Cc1ccc(C)n1C(Cc1ccccc1)C(=O)O (configuration not stated)	1.3	110	49	40	7	2	0.8	-4	-5
Cc1ccc(-c2cc(C(=O)NCc3ccccn3)no2)cc1	0.012	98	-1	11	-4	33	0.9	20	-3
CC(=O)NC(Cc1ccccc1)C(=O)N1CCN(C(=O)c2ccco2)CC1 (configuration not stated)	-1.1	94	-15	6	-15	13	0.9	5	-1
CC1=C(C(=O)Nc2ccccc2)C(c2ccc(N(C)C)cc2)NC(=O)N1 (configuration not stated)	1.5	87	1	-15	3	11	0.8	-10	0
CCOC(=O)C(C)(C)C(=O)C(C)(C)C(O)c1ccccn1 (configuration not stated)	0.61	102	-14	-13	5	-6	1	-9	-1
Clc1ccc(-n2ncc3c(NCc4ccccn4)ncnc32)cc1	.	110	-9	-25	.	74*	1	7	-4
CCN(CC)S(=O)(=O)c1ccc2oc(SCC3CN=C(c4ccc(OC)cc4)S3)nc2c1 (configuration not stated)	-1.2	92	-19	3	3	-40	1	-9	-2
CN(C)c1ccc(/C=[N+](\[O-])C2SC(=S)N(C)C2(C)C)cc1 (configuration not stated)	-0.57	89	-4	-14	1	1	0.9	-13	-4
COc1ccc(C(=O)COC(=O)c2ccco2)cc1	-2.4	95	-9	-8	5	24	0.9	22	0
COc1ccc(S(=O)(=O)NCC(c2cccnc2)N2CCN(c3ccccc3)CC2)cc1C (configuration not stated)	.	90	1	25	4	6	0.9	-10	-8
CCC(=O)Nc1cnc(NC(=O)c2cccc(F)c2)cc1C	-1.8	81	12	16	4	32	0.9	36	-2
O=C(NC1(C(F)(F)F)N=C2SCCN2C1=O)C1CCCCC1 (configuration not stated)	-0.096	.	-12	-11	-19	0	0.8	-6	-1
CCOc1ccc(NC2c3ccccc3C(=O)N2c2ccc(Cl)cn2)cc1 (configuration not stated)	.	75	-9	12	2	8	1	36	3
COc1ccccc1NC(=O)Cn1nnc(-c2ccccc2NC(=O)c2ccco2)n1	.	63	19	4	0	6	0.9	27	-3
CCOc1cccc(-c2nn3c(-c4cc(C)[nH]n4)nnc3s2)c1	0.72	94	7	15	16	-15	1.1	0	1
Cc1[nH]nc2c1C1(CCOC1C)C(C#N)=C(N)O2 (configuration not stated)	0.15	101	-1	2	-6	10	0.9	-3	-1
Cc1c(NC(=O)c2ccc(COc3ccc4ccccc4c3)o2)c(=O)n(-c2ccccc2)n1C	-0.5	146	3	27	1	37	1	-5	-4

Next entries follow:
SMILES	D1 allo mod	Her2 expr inh	Cdc25B block	DUSP1 inh	FXIIa inh mix	SF-1 act	TNAP act mid DEA	RORA act	Hsp90 block
O=C(O)CCC(=O)N1CCN(c2ccccn2)CC1	0.24	107	0	15	-3	2	0.9	-10	-4
CC(C)c1nnc(NC(=O)CCC(=O)NCc2ccc3c(c2)OCO3)s1	-0.072	95	-4	-5	4	4	0.9	10	-2
Cc1ccc(S(=O)(=O)N(CCO)c2cc3c(s2)CCCC3)cc1	1.7	112	-9	-4	-20	-29	0.9	-20	14
O=C(NC1=NCCS1)c1cccs1	1.3	129	-8	-3	-4	12	0.8	11	-5
CC(=O)C1=C(O)CCC1=N	-0.026	76	0	16	2	-4	0.9	2	-7
O=C(CN1CCC(NC(=O)c2ccccc2)CC1)NCc1ccccc1F	-0.14	101	3	-4	.	6	0.9	-6	2
COC(=O)Cn1c2ccc(F)cc2c2nc(C)sc21	2.1	108	1	-23	4	3	1	6	-5
CCn1c(SCc2nc3cc(OC)c(OC)cc3c(=O)[nH]2)nnc1-c1ccncc1	-1.6	98	-8	-27	-2	-17	0.9	-23	3
C=CCn1c(SCc2cc(C(=O)OC)c(C)o2)nnc1-c1ccncc1	-1.2	76	-9	26	9	7	0.9	10	-1
COCCNC(=O)CSc1ccc(C)cc1	0.58	85	-3	-3	-6	-12	1	8	-4
CCCNC(=O)Cc1ccsc1	.	87	-4	-2	6	12	1	-10	-1
CCOc1cc(C(=O)Nc2ccc(S(=O)(=O)Nc3cc(C)on3)cc2)cc(OCC)c1OCC	2.2	89	-12	14	3	1	0.9	-15	-3
Cn1c(=O)c2c(nc(CN3CCN(c4ccccc4)CC3)n2CCCc2ccccc2)n(C)c1=O	-1.3	88	-2	-22	.	-8	.	34	-4
Cc1ccc(O)c(N=CC2=C(O)c3ccccc3C2=O)c1	0.55	67	-7	19	-3	21	0.8	19	26
CCn1c(=O)cc(OCC(=O)NCCCN2CCN(c3cccc(Cl)c3)CC2)c2ccccc21	-1.4	95	-26	27	2	-8	0.9	8	-1
CCOC(=O)C1CCCN(CC(O)COc2ccc(OC)cc2C(C)(C)C)C1 (configuration not stated)	-0.12	92	-6	-13	7	-11	0.9	-21	1
COC(=O)C1(C(F)(F)F)N=C(N(C)C)OC(N(C)C)=N1	-0.048	78	-5	-10	6	-2	0.9	5	1
CC(C)n1c2ccccc2c2nnc(SCC(=O)OCN3C(=O)c4ccccc4C3=O)nc21	-0.51	72	4	4	-18	-14	1	-4	-2
NC(=O)C1CCN(C(=O)c2ccc(CS(=O)(=O)c3c(Cl)cccc3Cl)o2)CC1	-0.022	84	4	3	18	5	0.9	24	-2
CCSc1nnc(NC(=O)c2ccccn2)s1	-5.8*	106	-9	5	-7	-55	1.1	-15	2
O=S(=O)(c1cccs1)N1CCN(CC(O)COc2cc(Cl)ccc2Cl)CC1 (configuration not stated)	-1	67	-2	6	7	-33	0.9	-29	-1
CCOC(=O)N1CCN(C(=O)CSCC(=O)Nc2nc(-c3ccc(OC)cc3)cs2)CC1	0.043	68	-4	13	8	48	0.9	42	-4
O=C(NCC12CC3CC(CC(C3)C1)C2)c1cc2n(n1)C(C(F)(F)F)CC(c1ccco1)N2 (configuration not stated)	0.027	68	-10	15	8	-6	1	5	1
COC(=O)c1ccc(NC(=O)C2CCCO2)cc1 (configuration not stated)	-0.011	93	18	-4	7	20	0.9	20	0
CCOc1cc(C(=O)OCC(=O)NCc2ccco2)cc(OCC)c1OCC	0.77	102	-16	-3	-1	7	0.9	-10	-6

Results in D1 allo mod, for two of the compounds above:
SMILES | D1 allo mod
NC(=O)C1CCN(C(=O)c2ccc(CS(=O)(=O)c3c(Cl)cccc3Cl)o2)CC1 | -0.022
CCSc1nnc(NC(=O)c2ccccn2)s1 | -5.8*

Continued:
SMILES	D1 allo mod	Her2 expr inh	Cdc25B block	DUSP1 inh	FXIIa inh mix	SF-1 act	TNAP act mid DEA	RORA act	Hsp90 block
COc1ccc2[nH]cc(C(=O)CN(C)CCc3ccc(OC)c(OC)c3)c2c1	.	86	-34	-26	.	-11	0.9	-3	-10
C=CCNc1nc(N2CCOCC2)c(C#N)c2c1CN(C)CC2	.	93	0	-19	.	5	0.9	8	-8
CCC(C)c1ccc2oc(-c3ccc(NC(=O)c4ncn[nH]4)cc3)nc2c1 (configuration not stated)	-0.86	94	2	16	1	8	0.9	-9	-2
CCN1C(=O)c2cccc3c(NC(=O)c4ccc(S(=O)(=O)N5CCOCC5)cc4)ccc1c23	-0.84	96	-10	34	6	-16	0.9	-5	0
COc1ccc(OC)c2c(C)cc(NCCN3CCOCC3)nc12	0.62	120	-9	2	-17	-2	0.9	-1	4
CCOc1cc(-c2nc3cc(C)ccn3c2NCC2CCCO2)ccc1O (configuration not stated)	-0.6	94	-11	-34	3	2	0.8	-8	2
Cn1c(=O)oc2ccc(C(=O)CSc3nnnn3-c3ccccc3)cc21	-0.67	84	-14	1	5	-2	1	-2	-1
CCOC(=O)C(NC(=O)c1ccccc1)(N1CCCC1=O)C(F)(F)F (configuration not stated)	0.33	142	-6	-14	10	-8	0.9	4	-1
O=C(CCC(=O)N1CCN(C2CCCCC2)CC1)Nc1nnc(C(F)(F)F)s1	.	101	7	8	-15	-10	0.9	12	-3
O=C(c1cc(S(=O)(=O)N2CCCCC2)c(Cl)cc1N1CCOCC1)N1CCOCC1	-1.2	98	-2	-1	5	14	0.9	-17	-2
CCOc1ccc(OCC)c(NC(=O)CN(c2ccc(C)cc2)S(=O)(=O)c2c(C)noc2C)c1	4.7*	80	-16	9	7	5	0.9	10	-2
Cc1cccc(C)c1NC(=O)Cn1nnc(-c2ccc(N3CCOCC3)cc2)n1	-0.65	78	-3	13	-2	-20	0.9	-8	5
CCCc1[nH]nc2c1C(c1cccc(OC(=O)c3ccco3)c1)C(C#N)=C(N)O2 (configuration not stated)	2.6	93	-11	2	2	11	1	-12	1

Molecules from the list above that contain fluorine:
SMILES	D1 allo mod	Her2 expr inh	Cdc25B block	DUSP1 inh	FXIIa inh mix	SF-1 act	TNAP act mid DEA	RORA act	Hsp90 block
CCC(=O)Nc1cnc(NC(=O)c2cccc(F)c2)cc1C	-1.8	81	12	16	4	32	0.9	36	-2
O=C(NC1(C(F)(F)F)N=C2SCCN2C1=O)C1CCCCC1 (configuration not stated)	-0.096	.	-12	-11	-19	0	0.8	-6	-1
O=C(CN1CCC(NC(=O)c2ccccc2)CC1)NCc1ccccc1F	-0.14	101	3	-4	.	6	0.9	-6	2
COC(=O)Cn1c2ccc(F)cc2c2nc(C)sc21	2.1	108	1	-23	4	3	1	6	-5
COC(=O)C1(C(F)(F)F)N=C(N(C)C)OC(N(C)C)=N1	-0.048	78	-5	-10	6	-2	0.9	5	1
O=C(NCC12CC3CC(CC(C3)C1)C2)c1cc2n(n1)C(C(F)(F)F)CC(c1ccco1)N2 (configuration not stated)	0.027	68	-10	15	8	-6	1	5	1
CCOC(=O)C(NC(=O)c1ccccc1)(N1CCCC1=O)C(F)(F)F (configuration not stated)	0.33	142	-6	-14	10	-8	0.9	4	-1
O=C(CCC(=O)N1CCN(C2CCCCC2)CC1)Nc1nnc(C(F)(F)F)s1	.	101	7	8	-15	-10	0.9	12	-3
